Bioassay records from PubChem BioAssay.
FAK blocker = FAK kinase inhibitors, primary screen, biochemical; inhibition, %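 (tested at 7 µM)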; 97,000 compounds, 0.84% hits; biochemical FAK kinase activity assay; Focal adhesion kinase 1 (Homo sapiens), Q05397; in the data active = inhibition above about 19%;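 also: 0% = DMSO and 100% = reference compound high control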
Rev-RRE block = HIV-1 Rev-RRE binding inhibitors, primary screen, biochemical, FRET, protein-RNA interaction; P05866; Rev peptide-RRE RNA binding; inhibition, % at 8 µM; 97,000 compounds, 0.79% hits;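 active = inhibition above the screen-wide mean plus 3 SD, cut at about 35% in these data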;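 also: 0% = median DMSO wells and 100% = median Neomycin B control wells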
Target sequence (P05866 whole entry, looked up): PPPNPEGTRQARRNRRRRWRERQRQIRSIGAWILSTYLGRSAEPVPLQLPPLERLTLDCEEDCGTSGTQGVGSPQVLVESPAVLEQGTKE
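Test system: labelled RRE RNA duplex and labelled Rev peptide. Times: 5 min compound–RNA preincubation, then 15 min with peptide, 25 °C. Doses: single-dose 8 µM. Measured by: FRET, excitation 480 nm, emission 540 nm donor and 671 nm acceptor. Measure: % inhibition of FRET ratio versus controls.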
ERa SRC1 pot = enhancers of ERα–SRC-1 coactivator binding, primary screen, biochemical, TR-FRET, ERα LBD, low estradiol; Estrogen receptor (Homo sapiens), P03372; TR-FRET ERalpha-LBD/SRC-Cy5 coactivator binding, 2 h; 100 = basal binding, no effect; coactivator binding (% of control), % at 25.6 µM; 86,000 compounds, 1.3% hits; AID 639, 2007; in the data active = activity above about 200%;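 also: binding measured in presence of low estradiol as agonist stimulus; 0% = peptide alone without receptor and 100% = receptor with peptide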
Mac1 fbg enh = enhancers of CD11b/CD18 adhesion to fibrinogen, primary screen, K562 cells, luminescence | Integrin beta-2 (Homo sapiens) + Integrin alpha-M (Homo sapiens), P05107+P11215 | ATPlite luminescence | activation, % at 10 µM | 93,000 compounds, 0.07% hits | AID 1499, 2009;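 active = 10 µM primary screen giving 50% or more activity, confirmed by 40% or more on retest at that dose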; also: strong numbers were not always called active
Plk1 PBD FP = Plk1 polo box domain binding inhibitors, primary screen, biochemical, fluorescence polarization | AID 693, 2007 | inhibition, %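 (tested at about 20 µM)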 | Serine/threonine-protein kinase PLK1 (Homo sapiens), P53350 | Plk1 PBD phosphopeptide binding | 97,000 compounds, 0.13% hits; in the data active = inhibition above about 34%, passing the limit was not always enough
Target sequence (P53350 whole entry, looked up, the tested form may be a part): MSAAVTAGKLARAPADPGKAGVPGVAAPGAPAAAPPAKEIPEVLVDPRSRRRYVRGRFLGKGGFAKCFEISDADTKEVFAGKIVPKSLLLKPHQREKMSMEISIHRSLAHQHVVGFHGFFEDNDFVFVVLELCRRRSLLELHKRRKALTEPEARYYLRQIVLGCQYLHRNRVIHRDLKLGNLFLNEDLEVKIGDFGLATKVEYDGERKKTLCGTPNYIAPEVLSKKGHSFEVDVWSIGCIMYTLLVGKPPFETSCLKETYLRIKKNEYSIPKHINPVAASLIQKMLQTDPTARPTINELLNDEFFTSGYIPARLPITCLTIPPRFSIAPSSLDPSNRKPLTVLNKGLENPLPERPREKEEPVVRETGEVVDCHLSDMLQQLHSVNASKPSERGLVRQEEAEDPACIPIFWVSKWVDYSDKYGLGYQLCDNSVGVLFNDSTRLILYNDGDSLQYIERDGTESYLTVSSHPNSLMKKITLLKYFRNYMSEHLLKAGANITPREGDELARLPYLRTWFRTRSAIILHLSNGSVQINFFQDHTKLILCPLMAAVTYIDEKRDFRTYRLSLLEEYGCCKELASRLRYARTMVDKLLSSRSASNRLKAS
PLK1 kinase inh = human PLK1 kinase inhibitors, primary screen, biochemical, TR-FRET; recombinant PLK1 kinase, TR-FRET peptide phosphorylation; inhibition, % at 10 µM; 97,000 compounds, 0.53% hits; AID 619, 2007;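 active = inhibition of 50% or more in the single-concentration screen; inactive = inhibition below 50%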;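 also: 0% = DMSO max control and 100% = H-89 dihydrochloride min control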
ERb coact inh = inhibitors of ERβ-SRC1 coactivator interaction, primary screen, biochemical, TR-FRET, ERβ LBD, SRC-1 peptide. inhibition, % at 25.6 µM. Estrogen receptor beta (Homo sapiens), Q92731. TR-FRET ER-beta LBD / SRC1-Cy5 peptide binding; receptor agonist-loaded with 1 µM estradiol. 86,000 compounds, 1.3% hits;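 active = compounds whose percent inhibition of the receptor-coactivator binding signal exceeds about 50% in the single-dose screen, limit read from the data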;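 also: 0% = receptor plus peptide wells without compound and 100% = peptide-only wells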
ERa coact inh = ERα–SRC-1 coactivator interaction inhibitors, primary screen, biochemical, TR-FRET, ERα LBD, estradiol-bound; Estrogen receptor (Homo sapiens), P03372; 86,000 compounds, 1.7% hits; AID 629, 2007; TR-FRET ER-alpha LBD / SRC-1 peptide; inhibition, % at 25.6 µM; in the data active = inhibition above about 50%;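 also: 0% = receptor plus peptide control and 100% = peptide only without receptor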
CD11b adhes inh = inhibitors of CD11b/CD18 adhesion to fibrinogen, primary screen, K562 cells, luminescence | ATPlite luminescence; Mn2+ added to activate the integrin | inhibition, % at 10 µM | Integrin beta-2 (Homo sapiens) + Integrin alpha-M (Homo sapiens), P05107+P11215 | 93,000 compounds, 0.54% hits;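 active = primary inhibition of 50% or more at 10 µM, then 40% or more on retest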; also: some results filed as inactive read as strong as hits
Active calls of the source: *; i = inactive; nt = no result given; [ ] = dose if it differs, or a comment.

cpd	SMILES	FAK blocker	Rev-RRE block	ERa SRC1 pot	Mac1 fbg enh	Plk1 PBD FP	PLK1 kinase inh	ERb coact inh	ERa coact inh	CD11b adhes inh
1	Cc1ccc(C(=O)COC(=O)c2cccs2)cc1	-2.1	5.2	98.8	nt	5.7	-14.0	-6.2[fluorescence artefact?]	-2.1	nt
2	CCN1CCN(C(=O)c2c(-c3c(F)cccc3Cl)noc2C)CC1	-0.2	4.0	102.4	-0.5	9.5	-2.8	-12.2	-4.3	0.3
3	C=CCc1cc(OC)ccc1OCC(O)CN1CCN(c2ccc(OC)cc2)CC1 (stereo not drawn)	0.7	-5.2	109.2	2.2	-9.9	-0.7	-2.8	-8.2	37.7
4	CCOC(=O)C(CCCCOc1ccc([N+](=O)[O-])cc1)C(=O)OCC	3.2	15.3	nt	nt	-26.0	-12.9	nt	nt	nt
5	COCc1nnc(NC(=O)c2ccc(S(=O)(=O)N(C)C3CCCCC3)cc2)o1	-4.9	1.5	105.2	-1.9	-3.4	-5.6	-1.5	-4.7	-3.4
6	Cc1cc(NS(=O)(=O)c2ccccc2)cc(Cl)c1O	18.1	5.5	83.9	0.4	-7.5	27.7	5.4	-2.2	7.5
7	CCOC(=O)c1c(NC(=O)CSc2nnnn2-c2ccc3c(c2)OCO3)sc(C)c1C	4.2	17.9	103.2	5.8	10.2	-1.5	-11.4	1.0	1.6
8	COc1ccc(CSCC(=O)N/N=C/c2ccc(OCC(=O)N3CCCCC3)cc2)cc1	1.2	8.2	nt	-2.8	22.5	-19.0	nt	nt	-4.5
9	COc1ccccc1N1CCN(C(=O)c2cc3n(n2)C(C(F)(F)F)CC(c2ccco2)N3)CC1 (stereo not drawn)	nt	nt	114.1	0.9	nt	nt	9.6	10.6	2.9
10	COc1ccc(C(=O)NCC(=O)Nc2ccccc2)cc1OC	-2.1	5.2	120.8	-1.1	-6.3	-11.8	-14.6[fluorescence artefact?]	-31.6	-28.8
11	CC(=O)N1c2c(cc(Br)cc2S(=O)(=O)N2CCN(C(=O)c3ccco3)CC2)CC1C (stereo not drawn)	-8.5	-4.8	88.3	nt	-34.3	1.1	2.0[fluorescence artefact?]	0.7[fluorescence artefact?]	nt
12	O=C(C1CCN(S(=O)(=O)c2ccc3c(c2)OCCO3)CC1)N1CCc2ccccc21	nt	nt	110.9	0.7	nt	nt	4.7	-4.2	-3.1
13	CCn1c(N2CCN(C(=O)Nc3ccc(F)cc3)CC2)nc2ccccc21	2.6	5.3	108.3	nt	-13.5	-16.6	-19.4	-8.4	nt
14	CCCOc1ccc(Cn2cnc3ccccc32)cc1	2.9	15.4	119.2	-8.2	6.5	-0.8	-0.2	-5.2	89.4*
15	N#Cc1ccc(C(c2nnnn2Cc2ccccc2)N2CCCC2)cc1 (stereo not drawn)	-1.3	-2.3	90.3	4.2	6.3	-16.0	14.8	-1.4	9.3
16	O=C(CCCOc1ccccc1)N1CCN(c2ccc(F)cc2)CC1	8.9	12.5	90.5	1.9	-24.5	-6.8	13.8	-4.9	-6.8
17	COc1ccc(-n2c(Cc3cc(=O)[nH]c(=O)[nH]3)nnc2SCc2ccccc2)cc1	-2.0	0.6	105.2	5.6	-6.5	-7.5	-10.5[fluorescence artefact?]	-2.8	-0.5
18	O=C(Nc1nnc(SCc2ccc(Cl)cc2Cl)s1)C1COc2ccccc2O1 (stereo not drawn)	2.2	10.2	nt	nt	-4.3	-10.8	nt	nt	nt
19	Cc1ccc(NC(=O)c2cc(NC(=O)C3CC=CCC3C(=O)O)ccc2N2CCOCC2)cc1 (stereo not drawn)	nt	nt	131.1	-3.7	nt	nt	-7.2	-2.4	4.5
20	CN(C)C(=O)CNC(=O)C1CCCCC1	-1.8	-0.2	102.6	-3.9	19.4	-5.8	7.1	8.2	-5.4
21	CCOC(=O)Cn1c(=O)c2c(nc3n2CCN3c2ccc(C)cc2)n(C)c1=O	nt	nt	115.0	3.0	nt	nt	14.7	9.3	0.0
22	COc1cccc(C(=O)Nc2nc(-c3ccc4c(c3)OCO4)cs2)c1	-6.8	7.6	101.7[fluorescence artefact?]	-0.3	3.7	-1.7	-1.6[fluorescence artefact?]	5.4	64.9
23	O=C(c1ccccc1)N1CCn2c(nc3ccccc32)C1	nt	nt	117.8	-2.2	nt	nt	-8.6	-15.7	-12.9
24	N#CC1=C(SCc2ccccc2)NC2=C(C(=O)CCC2)C1c1ccc2c(c1)OCO2 (stereo not drawn)	-2.2	10.0	104.8	0.6	20.2	-11.8	3.2	-6.7	10.0

Record cards, from the list above. Order of screens: FAK blocker, Rev-RRE block, ERa SRC1 pot, Mac1 fbg enh, Plk1 PBD FP, PLK1 kinase inh, ERb coact inh, ERa coact inh, CD11b adhes inh
`N#Cc1ccc(C(c2nnnn2Cc2ccccc2)N2CCCC2)cc1` (stereo not drawn) is listed as -1.3, -2.3, 90.3, 4.2, 6.3, -16.0, 14.8, -1.4, 9.3
`O=C(Nc1nnc(SCc2ccc(Cl)cc2Cl)s1)C1COc2ccccc2O1` (stereo not drawn) is listed as 2.2, 10.2, nt, nt, -4.3, -10.8, nt, nt, nt

The listing continues:
cpd	SMILES	FAK blocker	Rev-RRE block	ERa SRC1 pot	Mac1 fbg enh	Plk1 PBD FP	PLK1 kinase inh	ERb coact inh	ERa coact inh	CD11b adhes inh
25	CC(=O)N1CCN(c2ccccc2NC(=O)COc2ccc(Cl)cc2Cl)CC1	0.5	5.3	116.9	0.5	-2.4	-11.0	-7.3	-8.2	7.2
26	O=C(O/N=C1\CCCc2ccccc21)c1ccc(F)cc1	-0.9	-1.9	nt	1.3	-16.9	-6.2	nt	nt	-11.2
27	CN(C)S(=O)(=O)c1cccc(NC(=S)Nc2cc(Cl)cc(Cl)c2)c1	1.0	1.2	nt	-6.5	10.1	-9.7	nt	nt	100.5*
28	COc1ccc(NC(=O)c2cc3nc(-c4ccccc4)cc(-c4ccccc4)n3n2)c(OC)c1	-5.5	5.2	nt	22.3	10.7	-15.0	nt	nt	6.0
29	O=c1cc(O)c(-c2cccc(Cl)c2)c(Cl)[nH]1	0.1	8.2	89.8	-0.2	-17.6	1.1	13.5	5.1	-32.5
30	COc1ccc(OC)c2c1sc(=NC(=O)C(C)C)n2C	2.2	3.6	181.1[fluorescence artefact?]	-0.9	-13.6	i	27.6[fluorescence artefact?]	24.9[fluorescence artefact?]	-4.9
31	CCOc1cccc(C(=O)N2CCCCC2c2cccnc2)c1 (stereo not drawn)	1.5	-3.7	102.2	3.7	-13.7	-7.0	-6.9	-8.8	7.1
32	CCc1ccc(NC(=O)CCn2ccnc2C)cc1	-1.0	5.9	108.7	0.8	-7.3	-4.2	-14.4	-8.6	-17.4
33	Cc1occc1C(=O)n1cnc2ccccc21	-2.3	6.0	86.9	-1.2	25.4	-6.4	47.9[fluorescence artefact?]	2.8	15.1
34	CCCCCNC(=O)CC1Nc2c3ccccc3nc(=S)n2C1=O (stereo not drawn)	-1.0	5.0	102.0[fluorescence artefact?]	-2.9	-0.8	-6.5	-0.3	-4.6	-7.5
35	Cc1noc(/C=C/c2ccco2)c1S(=O)(=O)N1CCC(C(=O)N(C)Cc2ccccc2)CC1	2.2	6.5	113.1[fluorescence artefact?]	2.7	14.9	2.0	12.1	18.2	3.8
36	CC1(C)N=C(c2cccc(F)c2)C(=O)N1	-4.1	6.5	101.3[fluorescence artefact?]	3.9	-6.5	-11.2	-5.2	-4.8	-8.7
37	Cc1cc(NCCCn2ccnc2)n2nc(C)c(-c3ccc(Cl)cc3)c2n1	-1.6	14.5	89.5	-3.1	4.8	-4.9	-6.9	-13.6	9.8
38	COc1ccc(Nc2nc3ccccc3nc2C)cc1	-0.5	24.2	98.0	-0.6	2.5	-6.7	14.7[fluorescence artefact?]	-5.0[fluorescence artefact?]	2.1
39	Cc1cccc(N=c2oc3cc(O)ccc3cc2C(N)=O)c1	11.4	46.9*	91.7[fluorescence artefact?]	-5.6	-10.8	-11.0	11.8	12.5	25.3
40	O=C(CCn1c(=O)oc2ccccc21)Nc1nccs1	-4.6	5.6	115.1	-3.8	-1.7	22.8	-0.9	-5.1	4.0
41	O=C(Nc1ccc2c(c1)nc1n2CCSC1)c1ccco1	3.3	9.9	123.4[fluorescence artefact?]	11.6	-17.2	-6.4	60.6*[fluorescence artefact?]	79.8*	2.7
42	CC(=O)N1CC2(C)CN(C(C)=O)CC(C)(C1)C2	-0.6	6.6	116.4	-1.9	9.5	-4.3	-21.9[fluorescence artefact?]	-22.7	-8.0
43	COCC(C)NC(=O)CSc1nc(-c2ccccc2)c(-c2ccccc2)o1 (stereo not drawn)	4.0	3.4	nt	-2.6	-23.5	0.3	nt	nt	10.9
44	CCN(CC)S(=O)(=O)c1cc(C)c(C)cc1Br	0.6	8.7	128.3	nt	-23.5	1.2	-5.5	-19.0	nt
45	C=CCn1c(N)c(C(=O)Nc2ccccc2OC)sc1=S	-1.8	3.9	110.9	-6.0	-6.1	5.9	9.0[fluorescence artefact?]	7.2	-5.0
46	O=C(CN1C(=O)c2ccccc2C1=O)N1CCOCC1	4.8	9.3	112.9	-6.9	4.3	-10.3	-3.8[fluorescence artefact?]	-3.2[fluorescence artefact?]	-6.0
47	Cc1cc(C)n(-c2nnc(C)n2N)n1	0.2	7.4	94.5	-0.8	17.3	-11.6	-5.8	-12.9	12.5
48	Cc1onc(-c2ccccc2Cl)c1C(=O)Nc1ccc(OCC(=O)N2CCOCC2)cc1	0.9	-2.3	115.8	nt	0.4	-8.2	8.2	-0.4[fluorescence artefact?]	nt
49	CC(C)CNC(=S)NC1CC2CCCC(C1)N2Cc1cccs1 (stereo not drawn)	-4.3	-4.1	nt	3.0	-7.4	-8.0	nt	nt	3.4
50	Cc1ccc(-n2c(C)cc(/C=N/NC(=O)c3ccncc3)c2C)c(C)c1	3.1	-1.1	nt	-6.0	24.7	-9.9	nt	nt	41.5
51	C=CCN(C(=O)COc1ccccc1)c1nnc(-c2ccncc2)s1	5.5	9.9	90.6	0.7	0.0	-5.4	1.7	-12.2	-13.4
52	CCC1CCCCN1CCNC(=O)C1CCN(S(=O)(=O)c2c(C)noc2C)CC1 (stereo not drawn)	1.1	0.9	119.4	6.4	29.3	-13.6	0.1	-4.5	-7.9
53	CCOC(=O)c1oc2cccc(O)c2c1CN(Cc1ccccc1)C(C)=O	8.7	11.6	nt	-2.2	7.3	-1.1	nt	nt	-0.3
54	CCc1ccc(/C=N/Nc2nn[nH]n2)cc1	-2.6	11.6	129.1	nt	22.1	-11.3	-3.8	-3.6	nt
55	CCN(CC)CCNC(=O)C1c2ccccc2C(=O)N(CCOC)C1c1ccc(F)cc1 (stereo not drawn)	2.6	-0.3	109.2	-0.5	-13.0	-14.3	-10.5	-13.4	-1.6
56	CCS(=O)(=O)N1Cc2ccccc2CC1C(=O)N1CCN(c2ccccc2)CC1 (stereo not drawn)	18.2	1.9	222.6*[fluorescence artefact?]	nt	-37.5	-18.6	2.8	14.0[fluorescence artefact?]	nt
